Pf Dd2 growth: blocks in vitro growth of P. falciparum Dd2; Potency, µM (titrated, usually from 28.9 µM), for inactives: at the highest dose activity, negative = inhibition, usual class: inhibitors; AID 1347417; actives 4.3% (n = 120,000); P. falciparum Dd2 growth, SYBR Green, 72 h; active = well fitted inhibition curve with a large enough effect; inconclusive = small, poorly fitted or top-dose-only effect; inactive = no such curve, though single readings can be large or run the other way;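 note: plate controls were DMSO vehicle for no effect and reference drug for full effect; nearly all actives have a fitted effect of over 65% in size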
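Readout: SYBR Green fluorescence, 485 nm excitation, 535 nm emission, after ~16 h lysis at 37C. Before that, Dd2-infected red cells (2.5% hematocrit) grew 72 h with compound, 29 uM top final concentration.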
Numbers without * were called inactive; i = inactive; u = inconclusive; [ ] = another dose, or the depositor's remark. Potency is the fitted concentration of half-maximal effect.

SMILES	Pf Dd2 growth
CCNC(=O)N1CCOc2ccc(CCC(=O)NCCOc3ccccc3OC)cc2C1	-26%
CC1CCc2c(sc(NC(=O)Cc3ccccc3)c2C(=O)Nc2ccc(Cl)cc2)C1 (stereo not given)	10µM*
CN1C(=O)CCC2(CNC(=O)c3ccc(Cn4ccnc4)o3)CCC=C12 (stereo not given)	-1%
Cc1nc([C@H]2CCN(Cc3ccoc3)C[C@H]2NC(=O)C2CCOCC2)n[nH]1	-7%
Cc1noc2c(-c3cccnc3NC(C)C)cc(-c3ccccc3)nc12	u
COc1ccc(NC(=O)CN2CCCN(Cc3ccc(Cl)cc3)S2(=O)=O)cc1Cl	9%
Cc1noc(-c2ccc(OC(F)(F)F)cc2)c1C(=O)NCCCOC(C)C	i
CC(=O)N1CCCC(c2nc(CCOCC3CC3)no2)C1 (stereo not given)	-10%
COc1ccc2nc3n(c2c1)[C@@H](CNCC(C)(C)C)COC3	u
O=C(CSc1nc2c([nH]c3ccccc32)c(=O)n1-c1ccc(Cl)cc1)c1ccccc1	56%[activator]
C[C@H]1[C@@H]2[C@@H](O)C([C@H](C)C(=O)NCc3ccco3)CC[C@@]2(C)CC[C@@H]1NC(=O)CC(C)(C)C (stereo not given in full)	u
CN(CC1(C)CCOCC1)C(=O)NC(C)(C)C	-20%
Cc1cc(Cl)ccc1S(=O)(=O)N1CC(c2nc(-c3ccncc3)no2)C1	-23%
COc1cccc(-c2cc3c(=O)n(CCNC(=O)c4cc5ccccc5[nH]4)ccn3n2)c1	i
Cc1nc(-c2ccccc2)cc([C@H]2CN3CC[C@H]2C[C@@H]3CNC(=O)c2ccco2)n1	i
Cc1cc(C)c(/C=C/c2onc(C)c2S(=O)(=O)N2CCC(C(=O)NCc3ccco3)CC2)c(C)c1	11µM*
COc1ccc(N2CCN(C(=O)Cn3cnc4sc(C)c(S(=O)(=O)N5CCC(C)CC5)c4c3=O)CC2)cc1	5%
CCOC(=O)N1CCC(NC2CC(=O)N(CCc3ccc(OC)cc3)C2)CC1 (stereo not given)	i
CC(=O)c1ccc(NC(=O)C(C)n2nc(-c3ccccc3)ccc2=O)cc1 (stereo not given)	27%
Cc1ccc2c(c1)c1c(c(=O)n(Cc3ccccc3)c(=O)n1Cc1cccc(F)c1)n2C	17%
CCn1cc(CN2CCCCCNC(=O)[C@@H]3CCC[C@@H]32)c(C)n1	u
O=C(Nc1ccccc1)[C@H]1CN2CCC1C[C@@H]2Cn1cc(-c2ccccc2)nn1 (stereo not given in full)	u
COc1ccc(Br)cc1Cn1nnc(C(=O)Nc2cccc(SC)c2)c1N	-15%
Cc1noc(-c2cccc(OC3CN(C(=O)Nc4cccc(F)c4)C3)c2)n1	-25%[5.79 µM]

Compounds shown so far containing a halogen, in the order listed:
SMILES	Pf Dd2 growth
CC1CCc2c(sc(NC(=O)Cc3ccccc3)c2C(=O)Nc2ccc(Cl)cc2)C1 (stereo not given)	10µM*
COc1ccc(NC(=O)CN2CCCN(Cc3ccc(Cl)cc3)S2(=O)=O)cc1Cl	9%
Cc1noc(-c2ccc(OC(F)(F)F)cc2)c1C(=O)NCCCOC(C)C	i
O=C(CSc1nc2c([nH]c3ccccc32)c(=O)n1-c1ccc(Cl)cc1)c1ccccc1	56%[activator]
Cc1cc(Cl)ccc1S(=O)(=O)N1CC(c2nc(-c3ccncc3)no2)C1	-23%
Cc1ccc2c(c1)c1c(c(=O)n(Cc3ccccc3)c(=O)n1Cc1cccc(F)c1)n2C	17%
COc1ccc(Br)cc1Cn1nnc(C(=O)Nc2cccc(SC)c2)c1N	-15%
Cc1noc(-c2cccc(OC3CN(C(=O)Nc4cccc(F)c4)C3)c2)n1	-25%[5.79 µM]

Next entries.
SMILES	Pf Dd2 growth
Cc1cc2occ(CC(=O)N3CCCn4nc(CO)cc4C3)c2cc1Cl	-13%
COc1ccccc1N1CCN(C(=O)Cn2cccc2-c2nc(-c3ccc(F)cc3)no2)CC1	u
Cc1ccc(CNC(=O)C2Cn3cccc3C(=O)N2Cc2cccnc2)o1 (stereo not given)	u
CCCN(CC1CCOC1)C(=O)Nc1ccc(F)c(Cl)c1 (stereo not given)	15%[5.79 µM]
CCOC(=O)c1c(C)[nH]c(CCC(=O)NCc2cccc(C)c2)c1C	1%
COc1ccc(OC)c(CNC(=O)CCCn2nc(C)c3c(C)n(-c4ccc(C)cc4)nc3c2=O)c1	i
COc1ccc(C(=O)c2c(N)c(C(=O)Nc3ccccc3Cl)c3ccccn23)cc1	8%
COc1ccc(Cl)cc1NC(=O)CCC1CCCN(C(=O)Cn2cccn2)C1 (stereo not given)	-8%
CCn1cc(CN(C)CC(=O)N2CCCCCC2)ccc1=O	-11%
COCC1CN(C(=O)Cc2ccccc2F)CC12CCNCC2 (stereo not given)	i
CC(Oc1ccccc1)C(=O)Nc1nnc(S(=O)(=O)N2CCCCCC2)s1 (stereo not given)	-18%
CN1CCc2nc(N3CCN(CC4CCCCC4)CC3)sc2C1	-19%
COc1ccc(C2Cn3nnc(C(=O)N4CCC(C(=O)NC5CC5)CC4)c3CO2)cc1 (stereo not given)	-16%
Cn1c(=O)n([C@H]2CCCN(C(=O)c3ccn[nH]3)C2)c2ncccc21	-17%
CCCOc1ccc(C(=O)Nc2ccc(Cl)c(-c3nc4ncccc4o3)c2)cc1	u
CCCCN(CC)CCNC(=O)C1CCN(c2nnc(C)c3c(C)n(-c4ccc(C)cc4)nc23)CC1	u
CCCNC(=O)N1CCCCC1c1noc(COc2ccc(F)cc2)n1 (stereo not given)	u
Cn1ccc(NC(=O)C2(C)CCc3cnc(NCc4ccccc4)nc32)n1 (stereo not given)	-19%[44.1 µM]
CN(C)C[C@@H]1CN(c2ncccn2)C[C@H]1NC(=O)COc1ccc(F)cc1	-28%
CN(CCc1cn[nH]c1)c1ccc(-c2nc(-c3ccccc3F)no2)cn1	i
Cn1cc(CN2CCCC23CCN(c2ccnc4c(C(F)(F)F)cccc24)CC3)cn1	i
Cc1cc(=O)n(CC(=O)N2CCCCC2)c2c1c(C)nn2C	27%
Cc1c(CC(=O)NC2CCOC2=O)c2c(n1Cc1ccccc1F)CCCC2=O (stereo not given)	-7%
CCNC(=O)N[C@H]1[C@H](O)[C@@H](Oc2ccccc2)[C@@H]2OC[C@H]1O2	19%[44.1 µM]
COc1ccccc1C(=O)N1CCCC(n2cc(-c3noc(C)n3)nn2)C1 (stereo not given)	i
O=C(Nc1ccc2oc(-c3cccnc3)nc2c1)c1ccc(-c2ccc(OC(F)(F)F)cc2)o1	-10%
CN1C[C@H](O)C[C@H]1c1nnc2n1CCN(C(=O)C1CCCCC1)CC2	10%
Cc1ccc2c(n1)N(C)[C@H](CO)CCN(Cc1cccc(Cl)c1)C2	-4%[44.1 µM]
O=C(c1cc(CN2CCOCC2)on1)N1CCC2(CC1)NCCc1c2[nH]c2ccccc12	u
CCN(CC)C(=O)C1CCCN(Cc2ccc3c(c2)CN(Cc2cc(OC)cc(OC)c2)CCO3)C1 (stereo not given)	-26%
Cc1cccc(CSc2cn(CC(=O)N3CCCCC3)c3ccccc23)c1	u
CCN(Cc1ccccc1)C(=O)[C@@]12CCCC[C@H]1N(CCOC)C(=O)CC2	-14%
CC1Oc2ccc(NC(=O)Nc3ccccc3)cc2CN(Cc2ccccc2)C1=O (stereo not given)	i
O=C1c2cc(N3CCOCC3)nc(-c3ccc(F)cc3)c2CN1CC1CC1	u
Cc1cccc(OC(C)C(=O)NCC2(N(C)C)CCCCC2)c1C (stereo not given)	u
Cc1ccc(S(=O)(=O)N2CCCc3cc(NC(=O)c4ccccc4Cl)ccc32)cc1	-10%
NC(=O)C1(C(=O)N2CCC(n3nccc3NC(=O)c3ccccc3)CC2)CC1	-1%
Cc1nn(-c2ccc(F)cc2)c(Oc2ccccc2)c1CCC(=O)NCC1CC1	-2%
Cc1ccc(Cl)cc1NC(=O)/C(C#N)=C\c1cn(Cc2ccc(F)cc2)c2ccccc12	u
Cc1[nH]ncc1CNC(=O)CCC[C@H]1NC[C@@H]2C[C@H]1CN(Cc1ccccc1)C2	u
Cc1cc(C)cc(N2C(=O)CSC23C(=O)N(CC(=O)NC2CCCCC2)c2ccccc23)c1 (stereo not given)	u
Cc1ccc(S(=O)(=O)N(C)Cc2ccccc2C(F)(F)F)cc1	u
COCCCN(CCC(=O)N1CCC(C)CC1)C(=O)c1cc(C)oc1C	-24%
Cc1ccc(-c2nnc3ccc(NCCN(C)C)nn23)nc1	20%[44.1 µM]
O=C(NC1CCCCC1)[C@@H]1C[C@@H](O)CN1C1CCN(C(=O)c2ccoc2)CC1	-14%
CCNC(=O)N1CC(c2nnc(-c3ccncc3)o2)C2(CCOCC2)C1 (stereo not given)	i
O=C(O)CCCC(=O)N[C@H]1CO[C@H]2[C@@H]1OC[C@@H]2Nc1nccc(-c2cccc(F)c2)n1	u
CN1C[C@@H](C(=O)Nc2ccccc2)[C@H](C2CCNCC2)C1	-5%
CNc1ccc(-c2noc([C@@H]3CCCN3Cc3cnc4ccccc4c3)n2)cn1	-24%[44.1 µM]
COC[C@@H]1CN(C(=O)c2ccc(C#N)cc2)C[C@H]1c1ccncc1	2%
COc1ccc(CCNC(=O)[C@H]2CCC[C@H]2NC(=O)c2cnc(C)cn2)cc1OC	-8%
Cc1noc(-c2cn(C3CCN(C(=O)c4ccc(C)c(C)c4)CC3)nn2)n1	-8%
COCCn1ccc2c(OCC(=O)Nc3cccc(C(F)(F)F)c3)cccc2c1=O	18%
COc1cccc(N2C(=O)NC(=NC3CCCC3)C23CCN(Cc2ccsc2)C3)c1 (stereo not given)	u
CCOC(=O)c1cccc(NC(=O)c2ccc3c(c2)nnn3CC)c1	-9%
Cn1cc(CN2CC[C@H](c3nnc(-c4cccnc4)o3)C2)c2ccccc21	-63%[44.1 µM]
CN1c2cccnc2CN(Cc2ccc(C(F)(F)F)cc2)CC[C@H]1CO	u
O=S(=O)(c1ccccc1)N1CCCC(c2nc(CCOc3ccc(F)cc3)no2)C1 (stereo not given)	i
O=C(c1cnn2c1CN([S+](=O)([O-])c1cccc(C(F)(F)F)c1)CC2)N1CCOCC1	-2%
Cc1ccc(OCCSc2nc(C)c(Cc3ccccc3)c(=O)[nH]2)cc1	12%
Further compounds:
SMILES	Pf Dd2 growth
CCOc1ccc(-c2cc3c(=O)n(CCNC(=O)c4ccc(Cl)cc4)ccn3n2)cc1	0%
COCc1nncn1C1CCN(C(=O)c2cccc(OC)c2)CC1	i
CC(NC(=O)c1ccc2cccc(F)c2n1)c1ccccc1-n1cccn1 (stereo not given)	-19%
Cc1ccc(C(=O)N2CCCN(c3cc(-c4ccc(Br)cc4)[nH]n3)CC2)cn1	u
CN(CCO)C[C@@H]1CN(C(=O)CCc2nc3ccc(F)cc3[nH]2)C[C@@H]1CO	-11%
O=c1ncn(CC2CC2)c2ccc(-c3ccc4c(c3)OCO4)nc12	-21%[44.1 µM]
COc1cc2c(cc1OC1CCCC1)NC(=O)C21CCN(c2cc(NC3CC3)ncn2)CC1	-23%
Cc1cccc(C(=O)N2CCCC(CO)CCNC(=O)CC2)c1 (stereo not given)	i
COc1ccc(CC(=O)Nc2c(C(=O)N3CCN(c4ccccc4)CC3)oc3ccccc23)cc1OC	u
Cc1ccc2ccc3cc(C(=O)N4CCN(c5ccccc5F)CC4)nc3c2[nH]1	u
c1ccc(C2=NOC3(CCCN(Cc4ccccn4)C3)C2)cc1 (stereo not given)	6%
CN1C(=O)CCC2(CNC(=O)NC3CCCC3)CCC=C12 (stereo not given)	21%
CCOC(=O)c1cccc(NC(=O)c2ccc3c(c2)N(C)C2CCCCCN2C3=O)c1 (stereo not given)	-27%
COCCn1c(=O)c2c(n1Cc1ccccc1)CN(Cc1ccccn1)CC2	7%[44.1 µM]
O=C(c1ccccc1-c1nn[nH]n1)N1CCN(CCN2CCOCC2)CC1	-7%
Cc1cnccc1CN(C)Cc1cc2n(n1)CCNC2	-7%
O=C(COc1ccc(-c2nnc3n2CCCC3)cc1)NCc1ccccc1Br	u
Cc1cc(C)c(Cn2c3ccccc3c3cnn(CC(=O)NCC(C)c4ccccc4)c(=O)c32)c(C)c1 (stereo not given)	u
O=C(CCC1CCCC1)NCC(=O)N1CCCCCCNC(=O)CC1c1ccccc1 (stereo not given)	u
COc1cc(=O)n2c(c1C(=O)NCc1ccc(F)cc1Cl)CCCC2	u
COc1ncccc1C(=O)N1CCCC(c2nnc(Cn3ccnc3)n2C)C1 (stereo not given)	-18%
COc1cccc(NC(=O)C2CCCN2S(=O)(=O)c2ccc3nc(-c4ccccc4)[nH]c3c2)c1 (stereo not given)	u
O=C(CCC1CCCN(S(=O)(=O)c2ccccc2)C1)N1CCc2ccccc2C1 (stereo not given)	-27%
Cc1ccccc1-c1nccc2c(=O)cc(-c3cccnc3)oc12	u
C#CCNC(=O)C1CCc2nnc(C3CCN(C(=O)c4ccc(Cl)cc4Cl)CC3)n21 (stereo not given)	i
COc1ccc([C@H]2C[C@@H](O)[C@@H](O)[C@@H]2NCc2ccc(Cl)cc2)cc1	u
CCc1ccc(C(=O)N2CCC3(CC2)N=C(c2ccc(C)cc2)NO3)cc1	i
CCOc1ccc2nc(N3CCN(C(=O)CS(=O)(=O)c4ccc(F)cc4)CC3)sc2c1	-7%

In another format: entries from further up.
SMILES,Pf Dd2 growth
COc1ccc(Br)cc1Cn1nnc(C(=O)Nc2cccc(SC)c2)c1N,-15%
Cc1noc(-c2cccc(OC3CN(C(=O)Nc4cccc(F)c4)C3)c2)n1,-25%[5.79 µM]
Cc1cc2occ(CC(=O)N3CCCn4nc(CO)cc4C3)c2cc1Cl,-13%
COc1ccccc1N1CCN(C(=O)Cn2cccc2-c2nc(-c3ccc(F)cc3)no2)CC1,u
Cc1ccc(CNC(=O)C2Cn3cccc3C(=O)N2Cc2cccnc2)o1 (stereo not given),u
CCCN(CC1CCOC1)C(=O)Nc1ccc(F)c(Cl)c1 (stereo not given),15%[5.79 µM]
CCOC(=O)c1c(C)[nH]c(CCC(=O)NCc2cccc(C)c2)c1C,1%

Assay outcomes: PubChem, National Center for Advancing Translational Sciences (NCATS)

An excerpt; count on the stated rates, not on these rows.
